Screening data from PubChem.
CHO parental Ca = signal in parental CHO cells, OX1R antagonist counter-screen | parental CHO-K1, ATP-induced calcium, Fluo-8 fluorescence | 330,000 tested, 0.63% active | inhibition, % at 5.6 µM;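 active means inhibition above that plate's mean sample inhibition plus 3 SD, cut at about 26% in these data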;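 further: 0% = ATP-challenged DMSO wells and 100% = DMSO wells without ATP; some compounds past the cut are filed as inactive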
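Assay system: parental CHO cells; Read-out basis: percent inhibition of ATP-evoked calcium rise, normalized to controls; Benchmarks: ATP and no-ATP DMSO wells; Compound dosing: single nominal dose of 5.6 µM per compound; Signal: Fluo-8 calcium dye fluorescence; Also added: ATP as calcium-mobilizing challenge; Repeats: singlicate.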
M1 PAM = potentiates human M1 receptor response to acetylcholine. P11229. CHO-K1 hM1, Fluo-8 calcium fluorescence, ACh EC20; 0% = ACh EC20, 100% = maximal ACh. activation, % at 3 µM. 360,000 tested, 0.088% active; in the data active means activation above about 19%, passing the limit was not always enough
TAAR1 antagonist = antagonists of human TAAR1; 360,000 tested, 1.5% active; CHO RD-HGA16 TAAR1, Fluo-8 calcium fluorescence, antagonist; inhibition, % at 3 µM;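 active means inhibition above a per-plate cutoff, the mean inhibition of test compounds on that plate plus 3 SD, cut at about 49% in these data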;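 further: 0% = DMSO plus EC80 beta-PEA response and 100% = DMSO alone without agonist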
Target sequence (Q96RJ0 whole entry, looked up): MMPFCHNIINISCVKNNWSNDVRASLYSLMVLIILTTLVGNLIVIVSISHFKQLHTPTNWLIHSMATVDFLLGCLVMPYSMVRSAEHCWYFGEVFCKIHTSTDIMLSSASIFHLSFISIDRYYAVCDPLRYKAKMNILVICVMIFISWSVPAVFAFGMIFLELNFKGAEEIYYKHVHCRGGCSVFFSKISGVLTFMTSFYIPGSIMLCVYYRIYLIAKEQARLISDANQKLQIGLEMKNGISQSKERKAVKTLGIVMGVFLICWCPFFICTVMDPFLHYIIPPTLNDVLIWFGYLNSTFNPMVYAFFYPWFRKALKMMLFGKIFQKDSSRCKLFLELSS
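test system = CHO RD-HGA16 cells bearing hTAAR1 | replication = singlicate | controls = DMSO-only wells and EC80 β-PEA-stimulated wells | reagent = EC80 β-phenethylamine stimulus | read-out basis = percent inhibition of PEA-evoked calcium signal, max/basal emission ratio | schedule = seeding 17-24 h prior, 75-min 37 °C, 30-min RT dye loading | signal = kinetic Fluo-8 calcium fluorescence measurement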
OXTR potentiator = human OXTR potentiation | P30559 | 320,000 tested, 0.061% active | CHO-OTR cells, Fluo-8 calcium fluorescence, potentiator mode; 0% = oxytocin EC15, 100% = EC100 | activation, % at 3 µM;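 active means activation above that plate's cutoff, the mean activation of tested compounds plus 3 SD, cut at about 6.6% in these data, passing the limit was not always enough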;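 further: 100% uses oxytocin at 75 nM as the full agonist control; some results filed as inactive read as strong as hits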
Target sequence (P30559 whole entry, looked up): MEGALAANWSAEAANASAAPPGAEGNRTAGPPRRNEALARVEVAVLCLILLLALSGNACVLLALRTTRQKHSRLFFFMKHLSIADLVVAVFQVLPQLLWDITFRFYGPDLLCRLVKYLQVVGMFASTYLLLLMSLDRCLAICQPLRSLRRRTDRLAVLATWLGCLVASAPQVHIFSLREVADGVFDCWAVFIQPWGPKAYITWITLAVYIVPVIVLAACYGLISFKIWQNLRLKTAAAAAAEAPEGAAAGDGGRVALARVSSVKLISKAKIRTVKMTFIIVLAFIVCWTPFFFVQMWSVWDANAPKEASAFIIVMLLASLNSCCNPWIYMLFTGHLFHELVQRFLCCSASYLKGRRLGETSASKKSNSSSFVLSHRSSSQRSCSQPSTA
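Assay system: CHO cell line stably expressing human OTR. Reagent: EC15 oxytocin agonist. Dosing: single dose, 3.0 µM nominal final compound concentration. Timing: compound 6 min at room temperature before oxytocin, 100 s read. Signal: kinetic Fluo-8 calcium fluorescence. Controls: oxytocin EC15 low and EC100 high.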
CHRM1 agonist = activates human CHRM1 receptor; P11229; CHO-K1 hM1, Fluo-8 calcium fluorescence, agonist mode; 0% DMSO, 100% acetylcholine EC100; activation, % at 3 µM; 360,000 tested, 0.33% active;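 active means activation above the run's mean compound activation plus 3 SD, cut at about 16% in these data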;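 further: peak over basal fluorescence ratio within a 140 s kinetic read after compound addition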
V1aR counter = activates human V1a receptor in oxytocin agonist counter-screen | activation, % at 3 µM | 320,000 tested, 0.25% active | CHO-V1R cells, Fluo-8 calcium fluorescence, agonist mode; 0% DMSO, 100% 3 nM vasopressin;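 active means activation above the mean activation of all tested compounds plus 3 SD, per screening run, cut at about 20% in these data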;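 further: signal is peak over basal fluorescence ratio across a 100 second FLIPR read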
OXTR agonist = agonists of human oxytocin receptor; CHO-OTR cells, Fluo-8 calcium fluorescence; normalized: DMSO 0%, oxytocin 100%; activation, % at 3 µM; 320,000 tested, 0.32% active; P30559;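 active means activation above the mean of all tested compounds plus 3 SD, cutoff set per screening run, cut at about 20% in these data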;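 further: peak over basal fluorescence ratio from a 100 s FLIPR kinetic read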
CHRM1 antagonist = blocks human M1 muscarinic receptor; inhibition, % at 3 µM; CHO-K1 hM1, Fluo-8 calcium fluorescence, ACh EC80 antagonist; P11229; 360,000 tested, 1.3% active;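 active means percent inhibition above its own plate's cutoff, namely the mean of that plate's compound wells plus 3 SD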;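 further: peak over basal fluorescence ratio during 140 s after agonist addition; 0% = ACh EC80 plus DMSO and 100% = DMSO alone without agonist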
TAAR1 ag = human TAAR1 agonism | CHO RD-HGA16 TAAR1, Fluo-8 calcium fluorescence; vehicle wells 0%, saturating PEA agonist 100% | 360,000 tested, 0.99% active | AID 624467 | activation, % at 3 µM | Q96RJ0;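 active means activation above the mean activation of all test compounds in the run plus 3 SD, cut at about 38% in these data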
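test system = CHO RD-HGA16 cells carrying human TAAR1 plus Gα16 | schedule = 17-24 h seeding, 75 min 37 °C dye, 30 min RT | compound dosing = 3 µM single concentration | control set = DMSO and PEA EC100 | replicates = n 1 | signal = Fluo-8 fluorescence, 5 s baseline then 140 s kinetic read | measure = percent activation vs PEA EC100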
* hit, by the source's call; x = no result given.

SMILES	CHO parental Ca	M1 PAM	TAAR1 antagonist	OXTR potentiator	CHRM1 agonist	V1aR counter	OXTR agonist	CHRM1 antagonist	TAAR1 ag
Cc1ccc(Cn2nc(C)c(NC(=O)CCCn3nc([N+](=O)[O-])c(Cl)c3C)c2C)cc1	-24	21*	-22	9	-2	4.0	-0.9	-17	0
CCCS(=O)(=O)N1CCC(C(=O)NCCN2CCCC2)CC1	-8	8	3	-13	-5	-0.5	-2.3	-14	1
CC(C(=O)O)N1C(=O)CSC1=S (stereo not drawn)	0	2	3	2	0	1.0	0.6	-16	5
CC(=O)NC1C(Oc2ccc(C=O)cc2)OC(COC(C)=O)C(OC(C)=O)C1OC(C)=O (stereo not drawn)	-6	14	-11	-6	-6	1.1	0.0	-11	0
CSc1ccccc1C(=O)Nc1ccc(S(=O)(=O)NC2=NCCCCC2)cc1	-5	10	3	3	-2	0.5	1.1	-4	4
CCOC(=O)/C(=N/Nc1ccccc1OC)N1CCCc2ccccc21	-23	-2	-40	-4	-2	-0.1	-3.2	11	3
CCC(c1nnnn1C(C)C)N1CCN(C2CCCC2)CC1 (stereo not drawn)	-4	-6	8	-3	-6	-0.7	0.8	-15	5
O=C(CN1CCN(S(=O)(=O)c2ccc(F)c(Cl)c2)CC1)N1CCc2ccccc2C1	x	-9	-1	x	-6	x	x	13	13
COCCNC(=O)c1oc2ccc3c(c2c1C)C(O)CC(C)(C)O3 (stereo not drawn)	x	16	-18	x	-1	x	x	-21	0
C[C@H](CO)N1C[C@H](C)[C@@H](CN(C)Cc2ccc(C(=O)Nc3ccccc3N)cc2)Oc2c(NC(=O)C3CCCCC3)cccc2C1=O	-15	-2	15	-7	-10	0.9	-0.5	1	2

Reformatted as labelled records: entries from further up.
Cc1ccc(Cn2nc(C)c(NC(=O)CCCn3nc([N+](=O)[O-])c(Cl)c3C)c2C)cc1
  CHO parental Ca: -24; M1 PAM: 21*; TAAR1 antagonist: -22; OXTR potentiator: 9; CHRM1 agonist: -2; V1aR counter: 4.0; OXTR agonist: -0.9; CHRM1 antagonist: -17; TAAR1 ag: 0

C[C@H](CO)N1C[C@H](C)[C@@H](CN(C)Cc2ccc(C(=O)Nc3ccccc3N)cc2)Oc2c(NC(=O)C3CCCCC3)cccc2C1=O
  CHO parental Ca: -15; M1 PAM: -2; TAAR1 antagonist: 15; OXTR potentiator: -7; CHRM1 agonist: -10; V1aR counter: 0.9; OXTR agonist: -0.5; CHRM1 antagonist: 1; TAAR1 ag: 2

A few values from the entries so far:
`CCOC(=O)/C(=N/Nc1ccccc1OC)N1CCCc2ccccc21` @ V1aR counter: -0.1
`COCCNC(=O)c1oc2ccc3c(c2c1C)C(O)CC(C)(C)O3` (stereo not drawn) @ TAAR1 antagonist: -18
`O=C(CN1CCN(S(=O)(=O)c2ccc(F)c(Cl)c2)CC1)N1CCc2ccccc2C1` @ CHRM1 agonist: -6
`CCC(c1nnnn1C(C)C)N1CCN(C2CCCC2)CC1` (stereo not drawn) @ TAAR1 antagonist: 8

Carrying on:
SMILES	CHO parental Ca	M1 PAM	TAAR1 antagonist	OXTR potentiator	CHRM1 agonist	V1aR counter	OXTR agonist	CHRM1 antagonist	TAAR1 ag
O=C(CSc1ccccn1)Nc1ccc2c(c1)OCCO2	-22	-8	-23	2	-5	0.1	-0.6	18	5
Cc1ccc(C)c2[nH]c(=O)c(CCNS(=O)(=O)c3ccccc3)cc12	-9	10	-13	1	1	0.3	0.0	-11	2
CC(C)n1nnnc1SCC(=O)NCCc1ccccc1	-15	11	4	-2	2	0.7	0.4	-10	8
COc1ccc(C(=O)Nc2cccnc2Sc2ccc(Cl)cc2)cc1	-31	2	-28	-1	-3	2.3	0.3	-2	-1
CSCC[C@H](NC(=O)N1CCn2c1nc1ccccc12)C(=O)NCc1ccc(F)cc1	-18	0	5	-6	-8	6.7	1.8	-14	1
Cc1ccccc1-n1nnnc1SCc1cc(=O)n2ccsc2n1	-2	-4	-18	-7	2	4.6	6.9	4	4
CN(C(=O)c1ccccc1)c1nccnc1C#N	-8	18	-3	-4	3	-0.5	-0.5	-13	6
CN(C)c1ccc(C2(c3ccc(N(C)C)cc3)OC(=O)c3cc(N)ccc32)cc1	-4	-4	-42	-10	-5	0.2	-0.5	4	3
Cc1c(N)c(=O)n(-c2ccccc2)n1C	-8	-4	-22	-16	-5	-0.1	0.3	-10	3
CC[N+](CC)(CC)CCOc1ccc(/C=C/c2ccccc2)cc1	3	-27	-2	-11	-7	2.1	-0.5	95*	15
CC(C)C(=O)NS(=O)(=O)c1ccc(NS(C)(=O)=O)cc1	-5	8	-14	6	-4	-0.2	1.0	-13	9
COc1ccc(S(=O)(=O)N(C)C)cc1NC(=O)CSc1ncccn1	-3	-7	-6	-7	-1	0.5	-0.9	5	5
CC(CN1CCN(C)CC1)OC(=O)c1ccccc1 (stereo not drawn)	-5	1	-13	8	-5	0.9	2.0	-3	10
COc1ccc(NC(=O)c2ccc3c(c2)OCO3)cc1S(=O)(=O)N1CCOCC1	-2	-8	16	-8	-1	1.3	-0.1	8	24
CC(C)(C)c1ccc(NC(=O)C2=CN3CCS(=O)(=O)N=C3C=C2)cc1	1	8	0	-5	-8	0.6	0.2	-9	5
COc1ccc(-c2cc(=O)oc3c(C)c(OCC(=O)NCC4CCC(C(=O)O)CC4)ccc23)cc1 (stereo not drawn)	2	-2	2	-6	-2	0.2	-0.1	-3	1
COc1ccc(C(=O)/C=C/c2cccc(OCc3ccccc3)c2)cc1CSCC(=O)O	-14	13	15	-1	4	9.7	0.0	-18	3
NC(=O)N1CC(O)CC1C(=O)Nc1ccc(Cl)c(Cl)c1 (stereo not drawn)	-14	-4	3	-2	-1	0.6	0.1	8	18
CCc1cc(=O)oc2cc(C)cc(OC(C)C(=O)NCc3ccncc3)c12 (stereo not drawn)	-16	-2	-24	1	-3	-0.3	-0.2	7	1
O=C(Cc1ccccc1)N/N=C/c1ccc([N+](=O)[O-])s1	-14	-2	1	-16	-3	1.2	1.3	8	31
Cc1ccc(S(=O)(=O)N2CCOCC2)cc1NC(=O)COC(=O)CNC(=O)c1ccc(Oc2ccccc2)cc1	23	-2	15	-4	-4	4.6	1.9	7	3
O=C(N/N=C/c1ccsc1)c1cc(-c2cccs2)nc2ccccc12	-44	6	-2	-7	-4	1.0	0.1	0	2
CSc1nc(Cl)cc(=O)[nH]1	7	3	-8	-4	1	0.1	-0.2	6	5
COc1ccc2oc(C(=O)NC(C)c3ccccn3)c(C)c2c1 (stereo not drawn)	-5	5	0	1	2	0.7	0.0	-7	-1
CC1CCCCC1N1CN=C(Nc2nc3ccccc3s2)NC1 (stereo not drawn)	-13	4	8	-7	-1	1.6	2.3	-5	11
Cc1cc(C(=O)CSc2nnc(-c3ccco3)o2)c(C)n1CC1COc2ccccc2O1 (stereo not drawn)	x	0	3	x	-4	x	x	4	0
O=C(COC(=O)/C=C/c1ccccc1[N+](=O)[O-])NC(=O)NC1CCCC1	x	10	-24	x	-2	x	x	-11	-1
C[C@]12c3[nH]c4cc(-c5ccco5)ccc4c3CCN1C(=O)[C@@H](CC(=O)NCc1cccc(C(F)(F)F)c1)C[C@@H]2C(=O)N1CCOCC1	-30	-1	-13	x	-7	x	x	-5	-1
O=C(CSc1nc2nc[nH]c2c(=O)[nH]1)NC1CCCCC1	-8	2	3	-10	0	0.0	0.4	-26	8
Cc1nc2cc(C(F)(F)F)ccc2n1C1CCN(CC(=O)N2CCOCC2)CC1	-8	9	-17	-19	-1	2.3	2.7	-15	3
C[C@H](CO)N1C[C@H](C)[C@H](CN(C)S(=O)(=O)c2ccc(-n3cccn3)cc2)OCc2cnnn2CCCC1=O	x	3	-17	x	-8	x	x	-5	5
Cc1ccc(NC(=O)COc2coc(CN3c4ccccc4CC3C)cc2=O)c(C)c1 (stereo not drawn)	-22	10	1	-12	-5	-1.1	-2.3	-7	0
O=C(NCc1ccccc1)C1C(=O)N(Cc2ccccc2)C(=O)C1C1(O)CCCC1 (stereo not drawn)	-13	-2	25	-21	0	0.5	0.1	2	14
O/N=C/c1ccc2ccccc2n1	-6	2	-25	-4	1	-0.6	1.0	1	1
CCOC(=O)c1c(NC(=O)COC(=O)CCNS(=O)(=O)c2ccccc2)sc(C(=O)NC)c1C	x	0	-3	x	-5	x	x	-2	3
Cc1ccc(CN2C(=O)C(CC(C)C)Nc3ncnc(N4CCCCC4)c32)cc1 (stereo not drawn)	x	-3	-32	x	-11	x	x	-15	0
NC(=O)CN(c1ccc(Cl)cc1)S(=O)(=O)c1ccccc1	-10	-3	-12	-3	-3	-0.4	0.7	0	2
CCOC(=O)C(Cc1cc(C(C)=O)ccc1OCC)C(=O)OCC	-13	-6	9	-1	-4	-0.9	-2.2	-2	0
O=C(CN1CCN(c2ccccc2F)CC1)Nc1ccc2c(c1)CCC2	-10	10	7	-1	-7	-1.2	-2.1	-10	11
COc1cc(NC(=S)NC(=O)c2ccc(F)cc2)ccc1NC(=O)c1ccco1	-15	6	-12	0	-7	-0.2	-1.5	-5	-1
COc1cccc(C(O)c2nc(-c3cccc(CO)c3)cs2)c1 (stereo not drawn)	x	-1	5	x	2	x	x	-6	2
CCOC(=O)C1(C)CCN1C(=O)c1ccc(F)c(Cl)c1 (stereo not drawn)	x	16	-20	x	-1	x	x	-23	3
Oc1ccc(Br)cc1/C=N/Nc1ncc(-c2ccccc2)cn1	-7	9	-22	4	-3	-0.3	1.1	-7	1
COc1ccc2ccccc2c1/C=N/NC(=O)c1ccc([N+](=O)[O-])cc1	-2	13	-2	-8	-3	0.0	-0.9	-18	0
CC1CC(C)CN(C(=O)Cn2cc(C=O)c3ccccc32)C1 (stereo not drawn)	-10	8	-17	-2	1	2.1	0.5	-13	1
O=C(CSc1nc2ccccc2o1)NC1CCCC1	-3	7	-8	-3	-2	-0.6	-0.8	-2	1
CC(C)c1ccc(S(=O)(=O)N2CCN(C(=O)CCNS(=O)(=O)c3ccccc3F)CC2)cc1	-28	1	-17	-9	-2	5.0	0.9	-10	6
CCOC(=O)C1=C(C)N=c2sc(=C(C)C)c(=O)n2C1c1ccc(N(C)C)cc1 (stereo not drawn)	-15	-2	-6	6	-7	-0.6	-0.5	-2	4
CCCOc1ccc(N2C(=O)CC(N3CCN(CCN=CC4C(=O)CC(C)(C)CC4=O)CC3)C2=O)cc1 (stereo not drawn)	-28	7	-27	-11	-11	-0.9	-1.1	-2	0
COc1ccc(NC(=O)C2CCN(c3cc(C)nc(-c4ccccc4)n3)CC2)cc1	-25	-8	-15	-11	-4	0.7	-1.8	3	6
O=C(O)c1cc(NC(=O)C2CCCO2)cc(C(=O)O)c1 (stereo not drawn)	5	2	-7	-2	-1	0.9	-0.2	-6	10
